Screens from PubChem.
DDE Tn6 FP inh: inhibitors of Tn6 peptide binding to human fibrin DD(E); P02675; Fibrin DD(E) TRITC-Tn6 fluorescence polarization displacement; inhibition, % at 8.3 µM; actives 0.21% (n = 370,000); AID 720509;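 active means inhibition above a per-campaign cutoff: mean of compounds within control limits plus 3 SD, cut at about 15% in these data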;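 further: 0% = median of all compound wells on the plate and 100% = blocking peptide control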
ASAP1 inh: inhibitors of human ASAP1 ArfGAP activity | inhibition, % at 16.5 µM | ASAP1-stimulated ARF1 GTP hydrolysis, GDP FP detection | Q9ULH1 | actives 0.19% (n = 360,000); in the data active means inhibition above about 25%;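 further: 0% = vehicle with enzyme and substrate and 100% = no enzyme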
Target sequence (Q9ULH1 325-724 limits assumed): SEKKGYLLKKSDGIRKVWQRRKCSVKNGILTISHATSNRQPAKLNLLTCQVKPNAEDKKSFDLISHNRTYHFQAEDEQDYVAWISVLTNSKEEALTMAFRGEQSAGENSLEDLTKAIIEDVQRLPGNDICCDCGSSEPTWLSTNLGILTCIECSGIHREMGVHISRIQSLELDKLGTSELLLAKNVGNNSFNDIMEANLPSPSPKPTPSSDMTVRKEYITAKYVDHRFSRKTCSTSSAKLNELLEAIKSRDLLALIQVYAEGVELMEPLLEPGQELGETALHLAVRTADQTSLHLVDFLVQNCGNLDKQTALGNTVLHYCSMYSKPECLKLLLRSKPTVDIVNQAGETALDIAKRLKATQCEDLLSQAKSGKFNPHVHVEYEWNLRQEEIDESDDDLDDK
UHRF1 binding: human UHRF1 methylated DNA binding inhibitors. Q96T88. UHRF1 binding to methylated oligo, TR-FRET. inhibition, % at 4.4 µM. actives 0.75% (n = 370,000). AID 687016; in the data active means inhibition above about 21%;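 further: UHRF1 SRA domain binding a hemimethylated CpG hairpin DNA probe; 0% = median of test compound wells and 100% = reference inhibitor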
Tn7 DDE FP: inhibitors of Tn7 peptide binding to human fibrin DD(E); P02675; FP displacement of FITC-Tn7 peptide from fibrin DD(E); 0% = median of compound wells per plate; inhibition, % at 8.3 µM; actives 0.13% (n = 370,000); AID 720508;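 active means inhibition above the mean of compounds falling within the control limits plus 3 SD of them, cut at about 14% in these data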;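 further: 0% = plate median of compound wells and 100% = 10 µM Aha-Tn7 peptide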
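Assay system: human fibrin DD(E). Input: DD(E) 2 µM final. Medium: Tris buffer with calcium and detergent, pH 7.8. Compound dosing: single point at 8.3 µM. Timing: 10 min plus 3 h, room temperature. Technique: fluorescence polarization of the labelled Tn7 tracer. Read-out: percent inhibition. Replicates: singlicate testing.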
proKLK7 act: activates the human kallikrein-7 zymogen | P49862 | purified proKLK7, EDANS-DABCYL substrate fluorescence; 100% is mature enzyme control, 0% vehicle | activation, % at 7 µM | actives 0.9% (n = 370,000);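 active means activation above the mean of all tested compounds plus 3 SD, computed per campaign excluding outliers beyond control limits, cut at about 13% in these data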
ARFGAP1 inh: inhibits rat ARF GTPase activating protein 1 | actives 0.26% (n = 360,000) | inhibition, % at 16.5 µM | Arfgap1-stimulated ARF1 GTP hydrolysis, GDP FP detection | Q62848;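 active means inhibition above a per-plate limit, mean inhibition of low control wells plus 3 SD, cut at about 25% in these data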;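 further: 0% = DMSO wells with enzyme and 100% = wells lacking Arfgap1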
Target sequence (Q62848 1-136 limits assumed): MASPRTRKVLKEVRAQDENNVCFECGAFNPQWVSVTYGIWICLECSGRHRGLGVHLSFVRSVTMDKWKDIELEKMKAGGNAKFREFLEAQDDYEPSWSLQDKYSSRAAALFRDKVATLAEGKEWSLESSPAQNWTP
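material = rat Arfgap1 catalytic domain, aa 1-136 | also added = human ARF1(Δ1-17)-GTP substrate | compound dosing = one concentration, 16.5 µM, DMSO 1.26% | times = GTP hydrolysis reaction 2 h at 25 °C | measured by = FP, GDP Alexa 633 tracer displaced from anti-GDP antibody, 620/688 nm | evaluation = percent inhibition of Arfgap1-stimulated GTP hydrolysis | replication = single well per compound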
MBD2 DNA inh: inhibitors of human MBD2 binding to methylated oligonucleotide; Q9UBB5; TR-FRET; inhibition, % at 4.4 µM; actives 0.31% (n = 370,000); AID 686964; in the data active means inhibition above about 13%
Target sequence (Q9UBB5 whole entry, looked up): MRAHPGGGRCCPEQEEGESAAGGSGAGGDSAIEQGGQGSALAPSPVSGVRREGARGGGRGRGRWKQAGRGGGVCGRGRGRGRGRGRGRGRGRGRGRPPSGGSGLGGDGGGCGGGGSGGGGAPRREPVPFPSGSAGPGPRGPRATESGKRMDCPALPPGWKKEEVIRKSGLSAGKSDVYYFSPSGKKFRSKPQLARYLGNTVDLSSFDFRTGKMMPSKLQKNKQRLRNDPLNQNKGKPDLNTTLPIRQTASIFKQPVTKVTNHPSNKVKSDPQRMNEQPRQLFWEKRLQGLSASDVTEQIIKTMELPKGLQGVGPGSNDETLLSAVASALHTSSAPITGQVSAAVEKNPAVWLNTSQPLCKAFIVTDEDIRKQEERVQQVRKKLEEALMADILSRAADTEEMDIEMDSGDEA
PLC-beta3 inh: PLC-beta3 (human) inhibition, primary screen; Q01970; Purified PLC-beta3, fluorogenic substrate, fluorescence; inhibition, % at 12.2 µM; actives 0.18% (n = 370,000); AID 720704; in the data active means inhibition above about 11%;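 further: 0% = median of compound wells on plate and 100% = full blocker control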
ADAM17 inh: inhibitors of human ADAM17; P78536; recombinant ADAM17, EDANS/DABCYL FRET peptide cleavage; inhibition, % at 6.95 µM; actives 0.83% (n = 370,000);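 active means inhibition above the mean of compounds lying between control limits plus 3 SD, set per campaign, cut at about 8.5% in these data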;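 further: 0% = DMSO-only wells as the low control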
PLCg1 inh: inhibitors of human phospholipase C gamma1. AID 720700. purified PLC-gamma1, fluorogenic substrate, fluorescence. inhibition, % at 12.2 µM. actives 0.84% (n = 370,000). P19174; in the data active means inhibition above about 9.5%
* = called active by the depositor; . = no result given. Random draw from the library; overall some 4.1% were active at least once.

DDE Tn6 FP inh,ASAP1 inh,UHRF1 binding,Tn7 DDE FP,proKLK7 act,ARFGAP1 inh,MBD2 DNA inh,PLC-beta3 inh,ADAM17 inh,PLCg1 inh,molecule
5,2,-2,0,-0.1,6,4,3,0,3,C=CCOc1ccc(C2NC(=S)NC(c3ccccc3)=C2C(C)=O)cc1OC (configuration not stated)
-2,3,2,3,0.0,-7,1,2,-4,0,CCCCNC(=O)[C@H]1C[C@H]1[C@@H](O)[C@H](CO)NC(=O)[C@H](COCc1ccccc1)NC(=O)OC(C)(C)C
3,12,-1,3,-0.5,-2,0,2,2,4,c1ccc(CSc2ncn(-c3ccccc3)n2)cc1
-1,-10,1,-3,-1.8,-3,2,-121,-8,-96,COc1cc(/C=C/C(=O)OCC(=O)N2CCC(Cc3ccccc3)CC2)ccc1O
-6,2,3,-2,0.1,4,8,-7,-3,0,COC(=O)c1ccc(NCC(=O)Nc2cc(C)cc(C)c2)cc1
5,9,-2,10,0.4,-6,-2,-8,-5,-4,CCc1ccc(Nc2ncnc3nc[nH]c23)cc1
0,1,5,1,0.2,1,6,1,1,-4,Cc1cccc(N2C(=O)C(CC(=O)Nc3cccc(F)c3)N(CCc3ccncc3)C2=O)c1 (configuration not stated)
-3,-4,3,-3,0.3,-2,2,-4,-2,4,CCN(c1ccc(F)cc1)S(=O)(=O)c1cccc2nsnc12
-4,-9,-6,3,-1.2,5,0,-138,-96,-121,O=C(CSc1cccc2cccnc12)NCc1ccco1
-1,-6,-1,-1,-0.5,5,0,3,0,-1,S=C(NCCN1CCOCC1)Nc1ccccc1Cl
4,2,0,0,0.0,-6,0,4,3,2,C=CCn1c(C(c2ccccc2)c2ccccc2)n[nH]c1=S
-7,-6,0,2,0.6,9,-1,-1,0,6,O=C(NCc1cccc(Cl)c1)C1Cc2c(-c3cccc(F)c3)ccnc2O1 (configuration not stated)
5,-5,-1,12,-0.8,-8,-6,1,4,1,COc1ccccc1CCn1cnc(-c2ccc(F)cc2)c1C(C)C
4,-6,-1,1,-0.5,2,2,2,-3,1,Cc1ccc(C(=O)COC(=O)CNC(=O)CNC(=O)c2ccc(C)cc2)cc1
-5,-1,3,6,0.0,11,5,2,-4,6,CCc1ccc(S(=O)(=O)NCCc2cn3cccc(C)c3n2)s1
0,15,4,1,-0.1,-3,-1,5,-2,4,CN1CCN(C(=O)CCN2C(=O)c3ccccc3S2(=O)=O)CC1
-9,7,0,-10,0.6,5,-1,0,-4,0,CCS(=O)(=O)NCc1csc(-c2ccccc2)n1
0,-3,-2,-3,0.2,18,2,-3,-3,5,CC[C@H](C)[C@H](NC(N)=O)C(=O)Nc1ccc(NC(C)=O)cc1
-6,-1,-2,-5,7.9,0,-1,-119,-43,-109,FC(F)(F)c1nc2ccccc2n2c(-c3ccc(Cl)cc3)nnc12
2,11,-1,-5,0.2,5,-2,-5,-1,2,CCC(C)(C)NC(=O)C(c1ccc(OC)cc1)N(C(=O)CCC(=O)Nc1cc(C)on1)c1cccc(OC)c1 (configuration not stated)

Brought forward from above: 2 entries; new compounds follow.
DDE Tn6 FP inh,ASAP1 inh,UHRF1 binding,Tn7 DDE FP,proKLK7 act,ARFGAP1 inh,MBD2 DNA inh,PLC-beta3 inh,ADAM17 inh,PLCg1 inh,molecule
-6,-1,-2,-5,7.9,0,-1,-119,-43,-109,FC(F)(F)c1nc2ccccc2n2c(-c3ccc(Cl)cc3)nnc12
2,11,-1,-5,0.2,5,-2,-5,-1,2,CCC(C)(C)NC(=O)C(c1ccc(OC)cc1)N(C(=O)CCC(=O)Nc1cc(C)on1)c1cccc(OC)c1 (configuration not stated)
4,-13,2,1,-0.3,-14,-2,2,-4,1,Cc1c(NC(=O)CSc2nc(-c3ccco3)cc(C(F)(F)F)n2)c(=O)n(-c2ccccc2)n1C
0,2,-7,-7,0.4,-4,-4,4,-2,1,O=C(Nc1ccc(C(=O)N2CCOCC2)cc1)c1cccc([N+](=O)[O-])c1
10,-1,15,-1,0.2,11,1,1,-4,2,CCOC(=O)C(=O)Nc1ccc(S(=O)(=O)Nc2ncccn2)cc1
12,9,4,10,0.8,15,4,-6,-4,1,Cc1cccc(N2CCN(S(=O)(=O)c3c(C)[nH]c(C)c3C(=O)N3CCCCC3)CC2)c1C
3,14,0,6,0.1,6,-4,4,-2,1,CCn1nc(C)c(Oc2ccccc2O)c1C
-1,1,-3,6,-3.0,7,-2,-269,-16,-179,COC(=O)C1C(O)C(C)C(O)C(C)(O)/C=C\C=C(/C)C(=O)Nc2c(C)c(OC(C)=O)c3c(c2O)C(=O)C(C)=C2OCOC(=C23)/C(C)=C/C(C)(O)C(O)C(C)C1O (configuration not stated)
-4,-6,1,3,0.2,8,3,-2,-5,-1,C=C1CCN([C@H](C(=O)NCc2ccc(OC)cc2)C(C)C)S(=O)(=O)c2ccccc21
2,-5,-2,-1,-0.2,2,-4,-1,-1,4,CN(/N=C/c1ccccc1)C(=S)c1ccccc1
-1,1,0,-2,0.3,5,-4,-1,0,-3,COC(=O)C[C@H]1C[C@@H]2c3cc(NC(=O)CN(C)C)ccc3O[C@@H]2[C@H](CO)O1
-3,-13,0,11,-0.3,-8,-3,-5,-4,0,CCOC(=O)CSc1nnc(Cn2nnc3ccccc32)n1-c1ccc(F)cc1
4,7,-1,-7,0.4,3,-4,1,9,3,O=S1(=O)c2c(F)cccc2O[C@@H](COCc2ccccc2)CN1CCc1ccc(F)cc1
-2,13,1,-5,0.5,8,-2,-3,-2,-1,Cc1ccc(C(=O)Nc2nccs2)cc1S(=O)(=O)N1CCCCC1
8,-3,3,-1,0.4,-2,0,0,-6,2,Cc1cc2oc(C(=O)NC3CCS(=O)(=O)C3)c(C)c2cc1C (configuration not stated)
-7,4,0,-3,-0.4,-6,-1,-3,3,4,c1ccc(OCc2ccc(CCCN3CCOCC3)cc2)cc1
-5,-2,1,-5,-0.2,27*,-1,4,1,-1,COc1ccc(C2SCC(C(=O)O)N2C(C)=O)cc1OC (configuration not stated)
-4,-3,-2,-2,0.5,10,-1,-52,-37,-55,Cc1cccc(/C=N/c2sc3c(c2C#N)CCN(Cc2ccccc2)C3)c1O
-12,6,9,-5,-0.7,7,1,-12,3,6,O=C(Nc1cccc(-c2cccc(Cl)c2)c1)C1CCN(C2CCC2)CC1
-3,1,0,-2,0.2,4,8,3,-1,2,Nc1ccn([C@@H]2O[C@H](C(=O)N3CCN(C(=O)N4CCCCC4)CC3)[C@@H](O)[C@H]2O)c(=O)n1
3,8,-1,1,-0.3,2,3,-3,-3,0,NC(=O)CSc1nnc(COc2ccccc2)n1Cc1ccco1
4,8,7,-6,-0.8,3,-2,-15,0,-11,COc1cc(NC(C(=O)Nc2cccc(C(C)=O)c2)c2ccccc2)cc(OC)c1OC (configuration not stated)
-6,3,-2,7,-0.1,-6,2,-3,-3,-3,COc1ccc(Oc2nc(-c3cccnc3)nc3ccccc23)cc1
4,-6,2,-1,0.4,3,-5,-34,-15,-20,CCN1CCN(CC(=O)N2N=C(c3cccs3)CC2c2ccc(OC)c(OC)c2)C(=O)C1=O (configuration not stated)
-3,-2,1,1,-0.2,6,-3,2,-1,1,COc1ccccc1N(CC(O)Cn1nc(C)cc1C)S(=O)(=O)c1ccccc1 (configuration not stated)
-2,-7,0,2,0.3,4,-1,-7,-5,-1,O=[N+]([O-])c1ccc(COc2ccc(Br)cc2CN2CCOCC2)cc1
-1,.,12,5,0.1,.,8,3,0,1,Cc1cc(C)cc(C(=O)OCCN(C)C2CN(Cc3cn(Cc4ccccc4C(F)(F)F)nn3)S(=O)(=O)C2)c1 (configuration not stated)
-6,9,1,-2,-0.2,1,5,2,-3,2,O=C(COC(=O)C12CC3CC(CC(C3)C1)C2)NC12CC3CC(CC(C3)C1)C2
4,6,-12,-5,-1.9,-5,-6,1,2,0,COc1ccccc1NC(=O)N1CCN(c2ccc3nnc(-c4ccc(F)cc4)n3n2)CC1
-5,8,-3,-7,0.3,0,-8,-2,4,3,CN(C)S(=O)(=O)c1ccc2nnn(OCC(=O)NC3CCS(=O)(=O)C3)c2c1 (configuration not stated)
3,6,-1,3,-0.1,-4,-3,-6,-3,1,CC(=O)c1cc(N2CCOCC2)ccc1[N+](=O)[O-]
-4,.,-3,6,0.7,.,-3,-5,8,1,O=C(Nc1ccc(Cl)c(Cl)c1)C1CCN(c2nnc(-n3cccc3)s2)CC1
-1,-1,1,5,0.2,-7,0,-5,-4,0,CCN1CCN(C(=O)c2ccc(CNS(=O)(=O)c3cccc(OC)c3)cc2)CC1
-1,-2,-2,6,-0.7,5,-4,0,1,1,CCN(C(=O)COC(=O)c1ccc(=O)n(Cc2ccccc2)n1)C1CCS(=O)(=O)C1 (configuration not stated)
-2,1,2,6,-0.4,2,1,0,-5,2,O=C(COc1ncnc2ccccc12)Nc1cc([N+](=O)[O-])ccc1Cl
-4,1,0,-1,0.3,3,1,-10,-20,-8,CCOC(=O)c1cnc(-n2nc(C)cc2C)nc1NCCO
2,-5,-3,-3,-1.6,-4,-3,-10,-33,-8,COc1cccc(/C=N/c2oc(-c3ccccc3)cc2C#N)c1O
-4,3,1,-4,-0.6,4,3,4,-3,0,CCc1nnc(NC(=O)c2ccc3c(c2)C(=O)N(C(C)(C)C)C3=O)s1
3,-10,-16,-4,0.2,9,-5,2,0,1,Cc1nc2c(cc1C#N)C(=O)c1ccccc1-2
3,-1,0,3,-0.2,-5,-9,2,1,0,O=C1CCC/C=C/C[C@@H](CC(=O)N(CCO)Cc2ccccc2)C(=O)NC[C@@H](c2ccccc2)O1
0,-15,-2,0,-1.9,1,1,-28,-27,-23,Cc1ccc(S(=O)(=O)NCCC(=O)NNC(=O)c2ccccc2O)cc1C
3,-2,0,-3,0.2,1,-1,-2,-4,-1,CCN=C(NCC)SC1CC(=O)N(c2ccc(OC)cc2)C1=O (configuration not stated)
-3,-13,-1,8,0.2,2,0,-6,0,-3,COc1ccc(NC(=O)Cc2nnc(SCC(=O)NC3CCCCC3C)n2C)cc1 (configuration not stated)
2,2,-1,4,0.6,-4,-7,-2,0,-5,COc1ccc(-c2ccc(C(=O)Nc3ccc(NC(C)=O)cc3)c3occc23)c(C)c1
4,6,-1,-6,-0.3,6,-3,0,1,4,CCCCn1c(NCCN(C)C)nc2c1c(=O)[nH]c(=O)n2C
-9,3,-6,-3,0.2,8,1,-16,6,-7,CCCC(=O)NC(c1ccc(C(C)C)cc1)c1ccc2cccnc2c1O (configuration not stated)
2,-5,0,3,-0.3,-2,3,1,-2,-1,Cc1nn(C2CCCCC2)c(N)c1-c1ccccc1

Looked up above.
COC(=O)c1ccc(NCC(=O)Nc2cc(C)cc(C)c2)cc1 in ARFGAP1 inh: 4
CCc1ccc(Nc2ncnc3nc[nH]c23)cc1 in MBD2 DNA inh: -2
